# NadD block: inhibitors of Staphylococcus aureus NadD; purified NadD enzyme, colorimetric absorbance read-out; inhibition, % at 20 µM; 360,000 compounds, 0.78% hits; AID 602399; in the data active means inhibition above about 26%; further: some compounds past the cut are filed as inactive
# STEP inh: blocks human striatal-enriched tyrosine phosphatase | 360,000 compounds, 0.25% hits | inhibition, % at 20 µM | recombinant STEP, OMFP fluorogenic substrate, fluorescence | AID 588621;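 active means inhibition at 20 µM, scaled per plate between control wells, above about 37%, limit read from the data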;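 further: 0% = DMSO with enzyme and substrate and 100% = substrate only without enzyme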
#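 System: STEP (striatal-enriched tyrosine phosphatase) enzyme, cell-free; medium: Bis-Tris pH 6.0 buffer with DTT, detergent; dosing: 20 µM, 1% DMSO; times: reaction 20 min, ambient temperature; detection: fluorescence, 480/540 nm; read-out basis: normalized % inhibition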
# Scp-1 inhibitor: blocks human Scp-1 phosphatase activity | Recombinant Scp1, phosphopeptide, malachite green phosphate absorbance | inhibition, % at 20 µM | 340,000 compounds, 0.88% hits | AID 493091;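 active means inhibition above about 50% at 20 µM, limit read from the data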;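 further: plate controls were DMSO wells with enzyme for no effect and wells lacking enzyme for full effect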
#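 System: truncated SCP-1 phosphatase (76-261aa); medium: Tris acetate buffer pH 5.5 with MgCl2 and Tween-20; incubation: 45 min room-temperature reaction, 5 min colour, 30 min stabiliser; compound: single 20 µM dose, 1% DMSO; reagent: Phosphorylated 17-residue peptide substrate; read-out: % inhibition at 20 µM; technique: colorimetric free-phosphate detection, absorbance 630 nm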
# SUMO1-SIM PPI: SUMO1-SIM interaction modulation. P63165. SUMO1 binding to a labelled peptide, TR-FRET, 1 h. inhibition, % at 20 µM. 360,000 compounds, 0.33% hits. AID 602429; in the data active means inhibition above about 37%
# Tb MetRS inh: blocks T. brucei methionyl-tRNA synthetase activity; purified T. brucei MetRS, ATP depletion, Kinase-Glo luminescence; inhibition, % at 11.9 µM; 360,000 compounds, 0.4% hits;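 active means inhibition above a per-plate cutoff of the control wells' mean inhibition plus 3 SD, cut at about 5.5% in these data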;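 further: 0% = DMSO wells median and 100% = median of wells with control inhibitor compound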
#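 Dosing: 11.9 µM compound single dose, 0.9% DMSO; Assay system: purified T. brucei MetRS enzyme; Measured by: Kinase-Glo luciferase luminescence reporting remaining unconsumed ATP; Schedule: 15 min plus 2 h at 25 °C.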
# CendR NRP1 mod: NRP-1/CendR interaction modulation; O14786; FAM-RPARPAR peptide binding to NRP-1, fluorescence polarization; inhibition, % at 25 µM; 360,000 compounds, 0.85% hits; AID 602438;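 active means inhibition or corrected inhibition above about 18%, plus a signal ratio from 0.5 to 1.5, limit read from the data, passing the limit was not always enough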; further: strong numbers were not always called active
# Target sequence (O14786 whole entry, looked up): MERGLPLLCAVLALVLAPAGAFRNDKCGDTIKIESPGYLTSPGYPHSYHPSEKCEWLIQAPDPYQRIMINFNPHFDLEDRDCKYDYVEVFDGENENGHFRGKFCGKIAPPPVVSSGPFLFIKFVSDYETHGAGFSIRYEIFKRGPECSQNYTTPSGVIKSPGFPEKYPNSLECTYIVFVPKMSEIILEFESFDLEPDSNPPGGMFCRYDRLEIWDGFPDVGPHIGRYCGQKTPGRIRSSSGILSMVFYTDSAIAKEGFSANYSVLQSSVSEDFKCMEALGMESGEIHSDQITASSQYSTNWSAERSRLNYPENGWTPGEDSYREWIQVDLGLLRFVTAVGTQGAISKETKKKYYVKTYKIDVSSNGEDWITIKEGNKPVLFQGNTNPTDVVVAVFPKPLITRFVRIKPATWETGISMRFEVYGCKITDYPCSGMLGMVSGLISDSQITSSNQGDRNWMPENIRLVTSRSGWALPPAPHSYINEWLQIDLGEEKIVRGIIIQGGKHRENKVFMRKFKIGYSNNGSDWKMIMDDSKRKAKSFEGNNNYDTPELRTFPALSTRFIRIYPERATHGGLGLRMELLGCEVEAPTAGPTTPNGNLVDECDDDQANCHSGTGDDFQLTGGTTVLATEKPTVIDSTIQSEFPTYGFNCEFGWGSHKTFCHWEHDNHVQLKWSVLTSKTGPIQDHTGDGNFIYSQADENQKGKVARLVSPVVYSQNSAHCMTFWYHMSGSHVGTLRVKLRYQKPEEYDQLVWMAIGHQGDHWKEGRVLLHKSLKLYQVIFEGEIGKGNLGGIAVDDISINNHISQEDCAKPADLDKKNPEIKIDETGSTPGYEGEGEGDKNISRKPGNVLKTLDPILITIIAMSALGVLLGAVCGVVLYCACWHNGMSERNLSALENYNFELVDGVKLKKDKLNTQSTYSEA
# Neddyl block: inhibitors of human cullin neddylation; calls only at 25 µM; P61081+Q13564; 360,000 compounds, 0.58% hits; TR-FRET cullin neddylation, biochemical; AID 651699; in the data active means inhibition above about 36%
# LMPTP block: blocks human LMPTP phosphatase | P24666 | recombinant LMPTP-A, OMFP fluorogenic substrate, fluorescence intensity | inhibition, % at 20 µM | 360,000 compounds, 0.22% hits;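 active means compounds that cut the enzyme signal by at least half of the control window in the single-dose screen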;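 further: plate controls were DMSO wells with enzyme plus substrate for no effect and substrate without enzyme for full effect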
#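 test system = LMPTP-A | amount = 0.625 nM LMPTP-A final | reagent = fluorogenic phosphatase substrate OMFP at 400 µM final | incubation = 50 min at room temperature | benchmarks = no-enzyme low control, uninhibited high control | medium = Bis-Tris pH 6.0, DTT, detergent | signal = fluorescence intensity of OMFP turnover product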
# DNMT1 block: blocks human DNA methyltransferase DNMT1 | DNMT1 molecular beacon, Hinp1I cleavage, fluorescence | inhibition (reported as % activation of signal), % at 10 µM | 360,000 compounds, 0.83% hits; in the data active means inhibition above about 50%
# SKN-1 block: blocks SKN-1 activity in C. elegans. inhibition, % at 21.8 µM. 360,000 compounds, 0.49% hits. C. elegans VP596 Pgst-4::GFP/RFP ratio, acrylamide-induced, 24 h;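 active means interference check ratio from 0.5 to 1.5 plus GFP to RFP signal ratio inhibition reaching or exceeding a fixed threshold, cut at about 30% in these data, passing the limit was not always enough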; further: some compounds called inactive have numbers as strong as hits
# The depositor's hits bear a star; i = inactive; nt = no result given. No enrichment for hits; 4.6% or so of the library scored in one or more.
# Results follow in this order: NadD block	STEP inh	Scp-1 inhibitor	SUMO1-SIM PPI	Tb MetRS inh	CendR NRP1 mod	Neddyl block	LMPTP block	DNMT1 block	SKN-1 block
CCc1cc2c(Nc3ccc(O)cc3)nc(C)nc2s1
    -1	-4	-6	4	-0.3	0	i	-0.7	-1	12
O=C(COc1ccc(-n2cnnn2)cc1)NC1CCCCC1
    2	0	-5	-5	-0.1	8	i	-2.3	2	4
CCOc1cc(/C=C2\SC(=NC)N(C)C2=O)cc(Cl)c1OC(C)=O
    -9	0	5	-24	-1.0	3	i	-2.2	-2	5
CSc1ccccc1NC(=O)CN(C)CC(=O)Nc1ccccc1F
    2	-1	-2	0	-0.1	-9	i	-0.4	1	7
O=C(OCC(=O)N1CCc2ccccc21)[C@@H]1CC(O)CN1S(=O)(=O)c1ccccc1[N+](=O)[O-] (stereo partly specified)
    -7	-1	-5	-19	0.3	7	i	-1.0	-4	-6
CSc1nnc(C)c(/C=C/NOCc2ccc(Cl)cc2)n1
    1	2	-3	2	-0.2	11	i	0.1	-15	4
Cc1nc(Cc2nnc(SCC(=O)N3c4ccccc4NC(=O)C3(C)C)o2)cs1
    -1	1	nt	7	-0.3	-6	i	-1.1	5	-1
CC1(C)CC2CC(C)(CN2C(=O)c2cc(-c3ccccc3)on2)C1 (stereo unspecified)
    -4	2	-7	21	4.1	3	i	3.3	-1	-4
C=CCn1nc(C(=O)N2CCOCC2)cc1-c1sc(NC(=O)c2ccccc2)nc1C
    0	-2	nt	8	-1.2	-10	i	-2.7	1	4
CC(=O)Nc1ccc(S(=O)(=O)N[C@@H](C)C(=O)N2CCN(c3ccccn3)CC2)cc1
    -1	-2	-8	-1	0.2	2	i	-0.2	3	9
COc1ccc(C)cc1N1CC(C(=O)Nc2ccccc2N2CCCCC2)CC1=O (stereo unspecified)
    2	-3	1	2	-0.2	-4	i	-0.8	-1	14
COc1ccc(C2CC(C(F)(F)F)n3nc(C(=O)Nc4ccc5c(c4)OCO5)cc3N2)cc1 (stereo unspecified)
    -6	-3	-9	1	-0.7	-7	i	1.0	1	-3
O=C(CSc1cccc[n+]1[O-])Nc1ccccc1C(F)(F)F
    -3	-1	7	1	-0.3	1	i	1.8	1	16
CC(=O)c1ccccc1NC(=O)COC(=O)/C=C/c1ccc(C)o1
    -2	0	-14	0	1.0	-3	i	1.1	4	-1
CCC1CCCCN1CC(C)(C)NS(=O)(=O)c1ccccc1 (stereo unspecified)
    -3	2	-18	2	-0.4	5	i	3.7	4	-7
COc1ccc(NC(=O)C2CCCN2C(=O)NC2CCCCC2)cc1OC (stereo unspecified)
    -1	0	-10	-1	-0.5	1	i	0.0	0	-9
Cc1ccc(CN2CCc3[nH]c(=S)[nH]c(=O)c3C2)cc1
    9	0	-7	-7	0.1	5	i	-1.6	0	12
Cn1c(COc2ccc(Cl)cc2)nc2ccccc2c1=O
    -1	-4	-1	3	1.6	-6	i	0.1	-6	19
CCOc1ccc(N2C(=O)CC(N(Cc3ccco3)C(=O)CCC(=O)O)C2=O)cc1 (stereo unspecified)
    0	1	-3	1	-0.3	-2	i	-1.1	-1	-2
COC(=O)C1=C(C)OC(N)=C(C#N)C1C1CCCCC1 (stereo unspecified)
    -3	-1	-3	-4	-0.5	8	i	-0.4	-4	-1
CCc1c(C)[nH]n(-c2nc(-c3cccc([N+](=O)[O-])c3)cs2)c1=O
    -1	1	6	-6	-0.2	-4	i	5.2	-6	5
Cc1cccc(N(CC(=O)N2CCc3ccccc3C2)S(C)(=O)=O)c1C
    5	0	-11	1	-1.0	2	i	0.4	-2	-9
Cc1ccc(OCCNC(=O)CCNS(=O)(=O)c2ccc(Br)cc2)cc1
    -7	-2	2	0	-0.5	4	i	1.2	-2	7
COc1cc2[nH]c(=S)nc(NCc3ccc(C)cc3)c2cc1OC
    -4	-2	-4	4	1.2	-7	i	1.9	1	16
O=[N+]([O-])c1ccc(-c2cn(-c3ccccc3)c(=S)[nH]2)cc1
    10	-1	1	3	-0.2	6	i	2.6	1	-7
COc1ccccc1Nc1ccncc1[N+](=O)[O-]
    -4	0	-3	-17	-0.3	4	i	-1.0	1	9
CNC(=O)c1ccc(CNC(=O)OCc2ccccc2)cc1
    -8	-1	6	3	0.1	-2	i	-0.5	0	-8
O=C(N/N=C/c1ccc2c(c1)OCO2)C(=O)N1CCCC1
    6	2	-7	-7	0.1	3	i	-1.4	-1	6
O=C(N/N=C/C=C/c1ccco1)c1cccnc1
    4	2	16	11	0.5	-12	i	0.8	9	9
C=CCNc1cc(=O)n(Cc2ccccc2)c(=O)[nH]1
    2	0	-9	-2	-0.8	4	i	0.6	-2	-10

# Next section.
SMILES | NadD block | STEP inh | Scp-1 inhibitor | SUMO1-SIM PPI | Tb MetRS inh | CendR NRP1 mod | Neddyl block | LMPTP block | DNMT1 block | SKN-1 block
O=C(Cc1ccccc1)Nc1ccccc1C(=O)Nc1ccccc1 | -5 | -1 | 3 | -3 | 0.1 | 5 | i | -1.6 | -3 | 1
C[C@@H]1CN([C@H](C)CO)C(=O)CCCn2nncc2CO[C@@H]1CN(C)S(=O)(=O)c1ccc(Cl)cc1 | -4 | 0 | nt | 2 | -0.1 | 2 | i | -2.0 | 0 | 7
Cc1ccccc1OCCCC(=O)Nc1nncs1 | -5 | 0 | -1 | -4 | -0.6 | -4 | i | 0.3 | -1 | -8
O=C(Nc1ccccc1)OC1CC2CC1C1CCCC21 (stereo unspecified) | -6 | 4 | 9 | 3 | -0.6 | 3 | i | 2.3 | 5 | 17
COc1cccc(CCc2nnc(CCC(=O)N(C)C3CC(C)(C)NC(C)(C)C3)o2)c1 | -2 | 1 | -1 | 0 | -0.1 | 6 | i | -0.2 | -2 | -2
CCOCCCNC(=O)/C(C#N)=C/c1ccc(Cl)c([N+](=O)[O-])c1 | 8 | -1 | -8 | -20 | 0.1 | 9 | i | 0.2 | -5 | -4
CC(C)CC(=O)Nc1ccccc1N1CCN(c2ccccc2)CC1 | -8 | 1 | 4 | -2 | -0.8 | 0 | i | 0.0 | 0 | 10
COc1ccc(N2CCN(C(=O)C(C)(C)Oc3ccc(Cl)cc3)CC2)cc1 | 2 | -2 | -9 | 2 | -0.1 | -15 | i | 1.3 | -8 | -10
Nc1nc(N)nc(-c2ccccc2)n1 | 4 | -3 | 0 | -2 | -0.5 | -4 | i | 1.3 | 8 | 4
CCOc1ccc(C2Nc3ccc4ccccc4c3-c3c2c(=O)oc2ccccc32)cc1 (stereo unspecified) | 12 | -3 | -5 | -3 | -1.4 | 6 | nt | 1.6 | 16 | 13
O=c1[nH]c(C2CCCN(S(=O)(=O)c3ccc(F)cc3)C2)nc2c1nnn2Cc1ccc(F)cc1 (stereo unspecified) | 17 | 4 | -3 | 3 | -0.6 | 4 | i | 2.7 | 1 | 4
CC1Sc2ccc(S(=O)(=O)N3CCC(C(=O)NCCc4ccccc4)CC3)cc2NC1=O (stereo unspecified) | -1 | 0 | -9 | -6 | 0.6 | 8 | i | 0.2 | -5 | 10
NC(=O)c1ccccc1OCc1cccc2ccccc12 | -4 | -3 | -8 | -1 | -0.7 | 7 | i | -1.0 | 0 | -1
CN1CCC(NC(=O)Nc2cccc(C(F)(F)F)c2)CC1 | 2 | -4 | -1 | 2 | -1.2 | 9 | i | 0.5 | 0 | -10
O=C(O)CCc1ccc(S(=O)(=O)Nc2ccccc2C(=O)NCCc2ccccc2)cc1 | -5 | -1 | -10 | 9 | -0.3 | 0 | i | -1.4 | -3 | -5
O=C(c1cc(-c2ccc(Br)cc2)nc2ccccc12)N1CCN(c2ccccc2O)CC1 | 21 | -1 | -1 | -4 | -0.6 | -1 | i | 4.2 | -15 | 21

# Filtered by structure, those above with an NH in an aromatic ring (six)
SMILES | NadD block | STEP inh | Scp-1 inhibitor | SUMO1-SIM PPI | Tb MetRS inh | CendR NRP1 mod | Neddyl block | LMPTP block | DNMT1 block | SKN-1 block
Cc1ccc(CN2CCc3[nH]c(=S)[nH]c(=O)c3C2)cc1 | 9 | 0 | -7 | -7 | 0.1 | 5 | i | -1.6 | 0 | 12
CCc1c(C)[nH]n(-c2nc(-c3cccc([N+](=O)[O-])c3)cs2)c1=O | -1 | 1 | 6 | -6 | -0.2 | -4 | i | 5.2 | -6 | 5
COc1cc2[nH]c(=S)nc(NCc3ccc(C)cc3)c2cc1OC | -4 | -2 | -4 | 4 | 1.2 | -7 | i | 1.9 | 1 | 16
O=[N+]([O-])c1ccc(-c2cn(-c3ccccc3)c(=S)[nH]2)cc1 | 10 | -1 | 1 | 3 | -0.2 | 6 | i | 2.6 | 1 | -7
C=CCNc1cc(=O)n(Cc2ccccc2)c(=O)[nH]1 | 2 | 0 | -9 | -2 | -0.8 | 4 | i | 0.6 | -2 | -10
O=c1[nH]c(C2CCCN(S(=O)(=O)c3ccc(F)cc3)C2)nc2c1nnn2Cc1ccc(F)cc1 (stereo unspecified) | 17 | 4 | -3 | 3 | -0.6 | 4 | i | 2.7 | 1 | 4

# Screening data deposited in PubChem by several laboratories.
